LAP4-GFP MLPCN: modulators of TOR pathway LAP4-GFP in S. cerevisiae | S. cerevisiae LAP4-GFP multiplex, flow cytometry GFP, 3 h; median GFP as percent of DMSO wells | GFP response vs DMSO, % at 10 µM | 320,000 compounds, 0.34% hits;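 active means GFP response vs DMSO above a set limit, about the screen mean plus 3 SD, cut at about 150% in these data; inconclusive means under 70 cell events counted for the yeast strain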
CR mimetic SO: caloric restriction mimetics inhibiting age-related superoxide in yeast. S. cerevisiae aged cells, superoxide DHE fluorescence; stronger effect = lower value. AID 2690. superoxide response (% of plate mean), % at 10 µM. 330,000 compounds, 0.18% hits;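 active means superoxide response under a set limit, about three screen SD below normal, cut at about 65% in these data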;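 further: yeast aged for seven days with compound at 30 °C before DHE staining; 100% = average MFI of all compound-treated wells on the plate with controls excluded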
Efflux pump mplx: inhibitors of Candida antifungal efflux pumps expressed in yeast. inhibition, % at 10 µM. S. cerevisiae Candida pump triplex, Nile Red efflux. 330,000 compounds, 0.44% hits. AID 485275;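 active means plate passing quality check with inhibition over a set limit, or well fluorescence over plate mean plus 4 SD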;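 further: Nile Red retained in pooled yeast measured as flow cytometry median fluorescence; 0% = buffer negative control and 100% = Enniatin B positive control; higher means more Nile Red kept so more efflux inhibition; some compounds called inactive have numbers as strong as hits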
RPL19A TOR yeast: yeast TOR pathway RPL19A-GFP modulation | 330,000 compounds, 0.3% hits | percent response vs DMSO, % at 10 µM | S. cerevisiae RPL19A-GFP strain, flow cytometry, 3 h; stronger effect = lower value;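 active means percent response vs DMSO below 50%; inconclusive means fewer than 70 events counted for the yeast strain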;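 further: median channel GFP fluorescence of the barcoded RPL19A-GFP strain; ratio of sample median GFP to plate DMSO average so 100% = DMSO; lower means less RPL19A-GFP as with rapamycin TOR inhibition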
AGP1 TOR yeast: alters AGP1-GFP fluorescence in TOR pathway yeast screen | GFP response vs DMSO, % at 10 µM | 320,000 compounds, 0.02% hits | AID 2066 | S. cerevisiae AGP1-GFP multiplex flow cytometry, 3 h; GFP as percent of DMSO wells;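 active means GFP response relative to DMSO above a set limit, near screen average plus 3 SD, cut at about 150% in these data; inconclusive means fewer than 70 cells counted for the yeast strain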;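 further: median GFP channel fluorescence of the gated AGP1 strain per well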
AHR activator: activates the human aryl hydrocarbon receptor; AHR-responsive luciferase reporter cells, luminescence; activation, % at 5 µM; 320,000 compounds, 2.5% hits; in the data active means activation above about 47%;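 further: 0% = vehicle wells and 100% = reference agonist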
Target sequence (P35869 whole entry, looked up): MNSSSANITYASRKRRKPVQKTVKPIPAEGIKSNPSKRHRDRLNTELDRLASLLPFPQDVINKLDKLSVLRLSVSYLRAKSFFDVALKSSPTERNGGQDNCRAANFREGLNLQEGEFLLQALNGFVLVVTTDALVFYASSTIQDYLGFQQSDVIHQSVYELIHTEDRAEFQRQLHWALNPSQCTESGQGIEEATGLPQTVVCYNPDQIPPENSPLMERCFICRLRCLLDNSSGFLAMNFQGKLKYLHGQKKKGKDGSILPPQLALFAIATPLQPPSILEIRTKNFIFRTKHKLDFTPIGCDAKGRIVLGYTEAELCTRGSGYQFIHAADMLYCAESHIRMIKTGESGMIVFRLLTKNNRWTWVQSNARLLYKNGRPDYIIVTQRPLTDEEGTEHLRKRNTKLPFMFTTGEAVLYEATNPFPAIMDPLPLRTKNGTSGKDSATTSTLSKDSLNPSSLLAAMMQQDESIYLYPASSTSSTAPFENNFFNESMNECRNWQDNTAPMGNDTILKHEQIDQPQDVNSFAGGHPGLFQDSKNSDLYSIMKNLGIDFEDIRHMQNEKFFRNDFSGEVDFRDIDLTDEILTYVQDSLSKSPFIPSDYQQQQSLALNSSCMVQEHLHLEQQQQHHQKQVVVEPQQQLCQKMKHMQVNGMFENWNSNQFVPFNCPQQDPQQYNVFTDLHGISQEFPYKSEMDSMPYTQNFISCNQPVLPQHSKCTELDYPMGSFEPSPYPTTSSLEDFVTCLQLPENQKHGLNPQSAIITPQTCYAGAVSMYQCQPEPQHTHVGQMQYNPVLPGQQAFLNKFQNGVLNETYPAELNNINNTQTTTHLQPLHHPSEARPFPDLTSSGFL
MEP2 TOR yeast: modulators of TOR pathway MEP2-GFP in S. cerevisiae | S. cerevisiae MEP2-GFP strain, flow cytometry GFP, 3 h; 100% = DMSO control level | AID 2016 | 330,000 compounds, 0.51% hits | GFP response vs DMSO, % at 10 µM;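 active means GFP response versus DMSO above a set limit, roughly screen mean plus 3 SD, cut at about 180% in these data; inconclusive means fewer than 70 cells counted for a yeast strain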;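 further: median GFP fluorescence of the barcode-gated MEP2-GFP cells per well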
CIT2-GFP yeast: yeast TOR pathway CIT2-GFP modulation; S. cerevisiae CIT2-GFP strain, flow cytometry, 3 h; 100 means same as DMSO wells; GFP response vs DMSO, % at 10 µM; 320,000 compounds, 0.065% hits;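 active means GFP response relative to DMSO above a set limit, near the screen mean plus 3 SD, cut at about 150% in these data; inconclusive means Fewer than 70 cells measured for a yeast strain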;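 further: ratio of well median GFP fluorescence to mean of DMSO wells on the plate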
* marks the source's active call; other numbers are inactive results; ? = inconclusive; / = not tested or not shown. The order is random; 3.9% or so of the library scored in one or more.

SMILES	LAP4-GFP MLPCN	CR mimetic SO	Efflux pump mplx	RPL19A TOR yeast	AGP1 TOR yeast	AHR activator	MEP2 TOR yeast	CIT2-GFP yeast
CCCNC(=O)CN(C)S(=O)(=O)c1ccc(F)cc1	92.8	94.2	-0.2	103.5	97.5	0.0	104.2	102.1
CCOC(=O)CC1C(=O)NCCN1C(=O)c1ccc(Cl)c(Cl)c1 (stereo not drawn)	114.4	98.8	0.0	98.0	115.5	-1.2	105.1	116.8
CCOc1ccc(N2C(=O)NC(Cc3c[nH]c4ccccc34)C2=O)cc1 (stereo not drawn)	103.8	92.3	-0.1	110.2	105.5	4.4	100.7	102.2
Cn1c(-c2ccccc2)c(/C=N/NC(=O)c2ccc(O)cc2)c2ccccc21	107.6	101.2	-0.1	95.8	101.8	34.6	96.9	85.1
O=C(CCN1CCCCC1)Nc1cccc(Br)c1	94.5	97.5	-0.1	95.4	92.5	1.4	94.2	87.5
Cc1onc(-c2ccccc2Cl)c1C(=O)N1CCCc2ccccc21	97.6	109.8	-0.2	94.6	98.3	-1.6	101.1	106.0
COc1cc(/C=C/C(=O)O)ccc1OS(=O)(=O)c1c(C)cc(C)cc1C	99.2	115.0	-0.1	94.9	101.0	-0.7	95.5	103.2
CCN1CCCC1CNC(=O)c1ccc2c(c1)NC(=O)/C(=C\c1ccc(OC)c(OC)c1)S2 (stereo not drawn)	99.7	87.5	0.2	94.1	97.9	2.3	103.1	97.3
O=C(O)c1ccc2c(c1)nnn2C1CCCCC1	97.1	157.2	0.0	102.4	90.7	0.9	103.8	114.2
COC(=O)CSc1nc(NC#N)nc(NC(C)(C)C)n1	102.6	90.9	-0.2	102.3	99.6	2.4	109.2	106.9
Oc1ccc(N=Cc2c(O)ccc3ccccc23)cc1	91.1	103.8	0.2	99.7	82.7	9.9	97.0	86.6
CC1(C)CC(=O)C2=C(C1)Nc1cc3c(cc1C2c1ccc2c(c1)OCO2)OCO3 (stereo not drawn)	92.3	109.2	-0.4	92.9	95.0	33.5	100.8	92.9
COc1ccc(NS(=O)(=O)c2cccc3cccnc23)cc1	107.1	107.5	0.0	104.3	105.4	-11.3	100.0	105.2
O=C1C[C@H](NC(=O)OCc2ccccc2)CO1	96.9	93.0	0.0	97.5	101.0	-0.7	110.1	89.4
O=C(Nc1ccc(F)cc1)Nc1cc(OCC(F)(F)F)cc(OCC(F)(F)F)c1	95.8	98.8	-0.2	100.3	98.0	10.2	99.6	98.5
CC1CN(Cc2cc(=O)oc3cc(O)ccc23)CC(C)O1 (stereo not drawn)	102.2	89.6	0.1	102.3	101.3	-1.1	111.5	97.8
CN(C)C(=O)c1cn(-c2ccccc2)nc1-c1cccs1	95.1	93.3	-0.1	99.8	106.2	-0.8	110.3	108.0
O=C(CSc1nccn1-c1ccccc1)c1ccc(Cl)cc1	95.4	102.7	0.0	99.3	101.6	2.4	97.2	96.2
CCOc1ccc(NC(=O)Nc2cc(C(C)C)c(O)cc2C)cc1	100.0	67.6	0.0	101.3	105.2	17.8	96.4	104.5
Cc1ccc(-c2cc(C(F)F)n3ncc(C(=O)N4CCc5ccccc5C4)c3n2)cc1	106.3	100.0	0.2	98.4	92.7	0.9	102.8	91.6
FC(F)(F)c1ccc2c(c1)nc1n2CCCC1	92.9	95.0	0.1	100.9	101.4	-1.6	103.0	101.5
COc1ccc(C2N(C(=O)c3ccccc3)CCN2C(=O)c2ccccc2)cc1	105.3	96.5	0.1	98.7	103.6	2.1	98.7	110.9
CCOc1ccccc1NC(=O)Cn1c(-c2ccc(Cl)cc2)noc1=O	108.4	96.3	-0.1	97.8	103.6	13.9	96.4	107.2
CC(O)c1cc2c(s1)c1cnn(Cc3ccccc3F)c(=O)c1n2C (stereo not drawn)	104.2	117.0	0.2	97.3	100.9	3.2	100.9	88.2
Cn1cccc1/C=N/NC(=O)c1sc2ccccc2c1Cl	132.0	91.2	0.0	102.3	97.2	5.8	113.3	94.4

Brought forward from above: 2 entries; new compounds follow.
SMILES	LAP4-GFP MLPCN	CR mimetic SO	Efflux pump mplx	RPL19A TOR yeast	AGP1 TOR yeast	AHR activator	MEP2 TOR yeast	CIT2-GFP yeast
CC(O)c1cc2c(s1)c1cnn(Cc3ccccc3F)c(=O)c1n2C (stereo not drawn)	104.2	117.0	0.2	97.3	100.9	3.2	100.9	88.2
Cn1cccc1/C=N/NC(=O)c1sc2ccccc2c1Cl	132.0	91.2	0.0	102.3	97.2	5.8	113.3	94.4
Cc1ccc(N2OC3C(=O)NC(=O)C3C2c2ccco2)cc1 (stereo not drawn)	101.3	103.9	0.2	98.2	105.5	-1.9	102.3	99.5
CSc1nc2ccc(NC(=O)c3ccc(F)c(F)c3)cc2s1	110.7	106.1	0.0	95.8	95.8	0.8	96.3	91.3
Cc1cc(C)n(/N=C\c2c(O)ccc3ccccc23)c(=O)c1C(N)=O	/	92.9	-0.3	101.4	97.3	24.6	96.7	88.5
COc1ccc(NC(=O)C2CCCN2c2nn3c(=O)cc(C)nc3s2)cc1 (stereo not drawn)	104.5	74.0	0.0	99.7	90.2	-0.7	98.6	101.3
Cc1ccccc1-c1nnc(-c2ccccc2)o1	?	101.6	0.0	?	/	29.9	?	?
CN1CCN(C(=O)c2ccc(CS(=O)(=O)c3c(Cl)cccc3Cl)o2)CC1	103.2	111.6	0.2	100.8	101.0	-0.4	105.0	93.8
CCOC(=O)c1cn(Cc2ccccc2)c(C(=O)OC(C)(C)C)c1O	97.6	92.7	-0.1	99.2	99.9	0.5	95.9	97.1
CCCC(=O)c1ccc(-c2ccccc2)cc1	101.1	103.7	0.0	100.3	101.8	21.6	99.9	98.8
CCOc1cc(C2NC(=O)N(C)C(C)=C2C(=O)OC)cc(Br)c1O (stereo not drawn)	101.9	88.8	0.1	98.5	105.7	1.0	101.1	101.2
CC(C)CNC(=S)NNC(=O)c1ccc(OC(F)F)cc1	110.5	106.3	0.1	105.0	105.4	-1.5	108.9	114.0
CCN(CC1CCCO1)C(=O)CCc1nnc(Cc2ccc3c(c2)OCO3)o1 (stereo not drawn)	106.5	99.8	-0.1	99.8	98.8	0.6	95.2	97.5
N#Cc1cc2c(nc1SCc1ccccc1)CCC2	101.6	84.0	-0.1	101.5	107.0	-2.0	104.6	104.1
Cc1cc(C)n(CC(=O)O)n1	98.3	86.2	-0.2	99.8	103.6	-0.4	94.2	91.2
Cc1ccccc1CSc1nnc(C)c(=O)[nH]1	95.6	97.9	0.0	102.9	103.0	0.0	102.7	98.4
CCS(=O)(=O)c1ccc(O)c(NC(=O)COc2ccc(Cl)cc2)c1	95.5	109.2	-0.1	99.8	101.4	-3.3	98.6	97.5
Cc1ccc(C(=O)NCc2nnc(SCC(=O)Nc3ccccc3)n2C)cc1	91.8	108.8	0.1	101.9	94.0	4.0	102.1	106.7
Cc1cc(O)c(C(=O)Nc2cccc(Cl)c2)c(=O)n1C	112.7	102.5	0.3	102.5	104.8	32.2	106.5	101.5
CNC(=S)N1CCN(S(=O)(=O)c2ccc3ccccc3c2)CC1	88.7	106.0	-0.1	101.0	104.1	-0.7	102.7	95.2
O=C(Nc1cccc(C(=O)O)c1)/C(=C\c1ccc2c(c1)OCO2)NC(=O)c1ccccc1Cl	91.2	98.9	-0.1	109.6	100.8	-8.2	105.5	101.0
CC1CCC(NC(=O)CCN2C(=O)C3C4C=CC(C4)C3C2=O)CC1 (stereo not drawn)	93.8	88.6	0.0	88.3	92.3	-1.3	94.2	94.7
C#CCNC(=O)C(C)c1ncc(C(F)(F)F)cc1Cl (stereo not drawn)	100.8	99.8	0.6	99.5	99.5	-0.5	99.5	105.6
C=CCn1c(SCc2ccccc2)nc(O)cc1=O	94.9	99.5	-0.1	97.1	101.7	0.0	99.3	107.2
CCOC(=O)CSc1nc2ccccc2c(=O)n1CC1CCC(C(=O)NCc2ccco2)CC1 (stereo not drawn)	87.4	90.9	-0.1	97.7	99.3	0.5	98.4	100.6
CCc1ccc(C2CC(=O)N3CN(c4ccccc4)CSC3=C2C#N)cc1 (stereo not drawn)	109.9	97.3	-0.1	103.5	99.2	0.2	99.5	97.7
CN1C(=O)NC(NS(=O)(=O)c2ccc(N)cc2)(C(F)(F)F)C1=O (stereo not drawn)	117.7	98.9	0.4	98.8	100.7	-0.1	108.6	103.7
SMILES	LAP4-GFP MLPCN	CR mimetic SO	Efflux pump mplx	RPL19A TOR yeast	AGP1 TOR yeast	AHR activator	MEP2 TOR yeast	CIT2-GFP yeast
CCOC(=O)c1c(C)c(C#N)c2c3ccccc3ccn12	100.3	105.9	0.0	101.5	100.8	0.2	105.1	96.7
C=CCn1c(=O)c2ccccc2n2c(SCC(=O)c3ccccc3)nnc12	98.5	101.9	0.1	98.1	98.0	-0.2	97.1	91.0
C=CCc1ccc(OCCCN2CCCC(C)C2)c(OC)c1 (stereo not drawn)	100.5	108.7	0.2	101.3	105.2	2.5	102.5	102.2
Cc1nn(C)c(C)c1/C=C(/C(=O)C(C)(C)C)n1cncn1	106.4	104.2	-0.1	105.2	111.4	1.6	101.9	101.4
CC(C)Cn1cc(C(=O)NC2CCN(Cc3ccccc3)CC2)c2c3ccccc3n(C)c2c1=O	98.1	97.9	0.0	97.3	102.5	4.8	104.9	102.2
COc1cc(/C=N/NC(=O)c2nnn(-c3nonc3N)c2C(C)C)ccc1OCc1ccccc1	92.3	116.1	0.0	97.6	98.0	5.4	101.5	98.4
NCCCC(=O)N1c2ccccc2Sc2ccccc21	98.4	106.7	-0.1	99.5	105.2	-2.4	98.2	99.4
S=c1nc(-c2ccccc2)[nH]n1-c1ccccc1	116.5	113.9	0.0	97.9	85.0	108.2*	109.3	92.5
CC(=O)N1CCc2cc(S(=O)(=O)CCC(=O)NCc3ccc(Cl)cc3)ccc21	93.0	99.0	0.0	101.7	99.3	-0.9	96.4	93.8
NC(=O)C1CCN(C(=O)COc2ccc3ccc(=O)oc3c2)CC1	102.7	77.5	-0.1	99.5	104.2	-0.5	100.0	101.5
CCCn1nc(C(=O)NNC(=O)c2ccc(C)c(C)c2)c2ccccc2c1=O	108.5	103.9	-0.1	99.0	100.4	0.9	102.6	95.8
Cc1cc(C)cc(NC(=O)NN2C(C)CCCC2C)c1 (stereo not drawn)	102.9	72.8	0.1	102.1	102.6	3.6	95.2	97.5
CC(C)[C@H](NC(=O)NC1CCN(Cc2ccccc2)CC1)C(=O)O	95.7	94.5	-0.1	96.6	101.7	-0.5	98.0	102.2
COC(=O)c1ccc(CSc2nnc(CNC(=O)COc3ccc(Cl)cc3)o2)o1	97.2	86.4	0.0	95.9	97.8	2.0	101.4	95.2
CC(C)(C)OC(=O)N1CCC(NC(=O)c2ncn(Cc3ccccc3)c2C(=O)NC2CCN(C(=O)OC(C)(C)C)CC2)CC1	93.0	94.5	0.6	99.8	96.5	2.5	94.1	87.9
CC(C)c1nnc(NC(=O)CCC(=O)NC2CCCCCC2)s1	100.9	95.0	0.1	100.5	103.5	-0.3	103.9	102.9
CCOC(=O)c1cc(C)n(-c2ccccc2)c1C	110.0	105.3	-0.1	103.0	106.7	1.0	99.5	107.0

Shown as a hit in AHR activator, among the entries above:
| canonical_smiles | LAP4-GFP MLPCN | Efflux pump mplx | RPL19A TOR yeast | AGP1 TOR yeast | AHR activator | MEP2 TOR yeast | CIT2-GFP yeast |
| --- | --- | --- | --- | --- | --- | --- | --- |
| S=c1nc(-c2ccccc2)[nH]n1-c1ccccc1 | 116.5 | 0.0 | 97.9 | 85.0 | 108.2* | 109.3 | 92.5 |

Assay outcomes: PubChem, several laboratories
